# CIT2 TOR yeast – modulators of TOR pathway CIT2-GFP in S. cerevisiae. S. cerevisiae CIT2-GFP strain, flow cytometry, 3 h; 100 means same as DMSO wells. AID 2029. GFP response vs DMSO, % at 10 µM. actives 0.065% (n = 320,000);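 active = GFP response relative to DMSO above a set limit, near the screen mean plus 3 SD, cut at about 150% in these data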;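 note: ratio of well median GFP fluorescence to mean of DMSO wells on the plate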
# LAP4 TOR yeast – modulators of TOR pathway LAP4-GFP in S. cerevisiae; S. cerevisiae LAP4-GFP multiplex, flow cytometry GFP, 3 h; median GFP as percent of DMSO wells; GFP response vs DMSO, % at 10 µM; actives 0.34% (n = 320,000); AID 2023;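 active = GFP response vs DMSO above a set limit, about the screen mean plus 3 SD, cut at about 150% in these data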
# AHR act – activators of human aryl hydrocarbon receptor. P35869. AHR-responsive luciferase reporter cells, luminescence. activation, % at 5 µM. actives 2.5% (n = 320,000). AID 2796; in the data active = activation above about 47%;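 note: 0% = vehicle wells and 100% = reference agonist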
# Target sequence (P35869 whole entry, looked up): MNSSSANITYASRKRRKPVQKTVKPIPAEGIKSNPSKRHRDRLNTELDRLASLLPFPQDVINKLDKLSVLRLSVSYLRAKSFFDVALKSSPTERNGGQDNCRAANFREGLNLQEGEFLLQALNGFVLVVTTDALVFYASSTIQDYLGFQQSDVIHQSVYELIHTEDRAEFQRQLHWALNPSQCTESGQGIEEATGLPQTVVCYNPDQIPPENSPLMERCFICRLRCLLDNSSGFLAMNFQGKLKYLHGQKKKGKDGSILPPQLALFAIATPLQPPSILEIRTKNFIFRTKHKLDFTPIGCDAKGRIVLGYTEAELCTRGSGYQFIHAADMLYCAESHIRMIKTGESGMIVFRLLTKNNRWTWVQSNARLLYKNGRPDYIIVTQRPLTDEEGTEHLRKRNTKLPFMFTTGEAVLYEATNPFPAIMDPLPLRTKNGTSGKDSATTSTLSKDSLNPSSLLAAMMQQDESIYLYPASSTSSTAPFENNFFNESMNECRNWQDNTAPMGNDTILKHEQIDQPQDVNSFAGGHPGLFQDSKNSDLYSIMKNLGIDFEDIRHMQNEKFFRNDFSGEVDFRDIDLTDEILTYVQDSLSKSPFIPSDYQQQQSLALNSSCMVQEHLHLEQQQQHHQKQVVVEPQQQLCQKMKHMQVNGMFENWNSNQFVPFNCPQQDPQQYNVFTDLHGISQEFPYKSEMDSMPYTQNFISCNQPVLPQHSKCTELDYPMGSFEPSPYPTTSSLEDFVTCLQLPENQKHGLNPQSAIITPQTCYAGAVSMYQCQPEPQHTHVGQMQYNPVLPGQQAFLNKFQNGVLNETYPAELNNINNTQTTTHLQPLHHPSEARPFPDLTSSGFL
# RPL19A TOR yeast – modulators of TOR pathway RPL19A-GFP in S. cerevisiae; S. cerevisiae RPL19A-GFP strain, flow cytometry, 3 h; stronger effect = lower value; percent response vs DMSO, % at 10 µM; actives 0.3% (n = 330,000);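 active = percent response vs DMSO below 50%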;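 note: median channel GFP fluorescence of the barcoded RPL19A-GFP strain; ratio of sample median GFP to plate DMSO average so 100% = DMSO; lower means less RPL19A-GFP as with rapamycin TOR inhibition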
# Efflux pump mplx – blocks antifungal efflux pumps in multiplex yeast assay | S. cerevisiae Candida pump triplex, Nile Red efflux | inhibition, % at 10 µM | actives 0.44% (n = 330,000) | AID 485275;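 active = plate passing quality check with inhibition over a set limit, or well fluorescence over plate mean plus 4 SD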;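 note: Nile Red retained in pooled yeast measured as flow cytometry median fluorescence; 0% = buffer negative control and 100% = Enniatin B positive control; higher means more Nile Red kept so more efflux inhibition; some compounds called inactive have numbers as strong as hits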
# AGP1 TOR yeast – modulators of TOR pathway AGP1-GFP in S. cerevisiae; actives 0.02% (n = 320,000); AID 2066; S. cerevisiae AGP1-GFP multiplex flow cytometry, 3 h; GFP as percent of DMSO wells; GFP response vs DMSO, % at 10 µM;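 active = GFP response relative to DMSO above a set limit, near screen average plus 3 SD, cut at about 150% in these data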;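 note: median GFP channel fluorescence of the gated AGP1 strain per well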
# MEP2 TOR yeast – yeast TOR pathway MEP2-GFP modulation; actives 0.51% (n = 330,000); S. cerevisiae MEP2-GFP strain, flow cytometry GFP, 3 h; 100% = DMSO control level; GFP response vs DMSO, % at 10 µM; AID 2016;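 active = GFP response versus DMSO above a set limit, roughly screen mean plus 3 SD, cut at about 180% in these data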;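 note: median GFP fluorescence of the barcode-gated MEP2-GFP cells per well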
# Yeast superoxide – yeast age-related superoxide inhibition as caloric restriction mimetic. S. cerevisiae aged cells, superoxide DHE fluorescence; stronger effect = lower value. superoxide response (% of plate mean), % at 10 µM. actives 0.18% (n = 330,000);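 active = superoxide response under a set limit, about three screen SD below normal, cut at about 65% in these data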;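 note: yeast aged for seven days with compound at 30 °C before DHE staining; 100% = average MFI of all compound-treated wells on the plate with controls excluded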
# Starred values were filed as active, the others as inactive; . = no result given. Outcome played no part in choosing rows. Share with any hit: about 3.9%.
nr	canonical_smiles	CIT2 TOR yeast	LAP4 TOR yeast	AHR act	RPL19A TOR yeast	Efflux pump mplx	AGP1 TOR yeast	MEP2 TOR yeast	Yeast superoxide
1	O=C(COc1ccccc1C(=O)O)Nc1cccc2ccccc12	96.1	110.0	22.0	100.5	0.0	104.8	116.8	117.1
2	COc1ccc(CC(=O)OCC(=O)NCc2ccc(F)cc2)cc1	103.7	99.9	-1.4	97.9	0.0	103.0	98.7	107.6
3	NC(=O)Nc1ccc(C(=O)OCC(=O)N(Cc2ccccc2)C2CCS(=O)(=O)C2)cc1 (stereo not drawn)	94.9	99.3	-0.6	104.2	-0.1	99.9	98.9	86.8
4	Cc1ccc2cc(C#N)c(N3CCCN(C(=O)C4CCCO4)CC3)nc2c1C (stereo not drawn)	.	102.1	8.3	99.3	-0.1	99.1	98.6	115.7
5	O=C(NCCCNC(=O)c1ccccn1)c1ccccn1	89.0	99.1	-1.4	98.6	-0.1	99.0	99.8	101.8
6	CCC(NC(=O)c1cc(COc2c(F)cccc2F)on1)c1ccncc1 (stereo not drawn)	99.8	100.1	-2.1	96.9	-0.1	96.8	96.7	102.2
7	Cc1ccccc1S(=O)(=O)Cc1ccc(C(=O)NCCCN2CCCC2)o1	95.9	94.6	1.8	98.9	0.2	97.8	100.0	93.7
8	Cc1nnc(SCC(=O)N2CCN(c3ccccc3)CC2)n(N)c1=O	97.0	96.5	1.5	93.7	0.0	98.7	89.8	103.6
9	COc1ccc(NC(=O)/C=C/C(=O)O)cc1Cl	96.0	96.2	2.0	99.9	0.0	106.0	102.3	100.0
10	CCC(=O)NC(c1ccc(Cl)cc1Cl)c1ccc2cccnc2c1O (stereo not drawn)	99.0	86.8	-2.1	97.9	0.0	94.0	95.5	97.0
11	COc1ccc(S(=O)(=O)Nc2cccnc2)cc1OC	102.2	88.3	2.3	99.7	-0.1	105.8	103.5	96.1
12	Cc1ccc(S(=O)(=O)N2CCOCC2)cc1C(=O)OCC(=O)N1CCCCC1	91.9	96.3	-0.6	97.5	0.1	94.8	97.3	117.9
13	O=C1C=C(O)CC(c2ccc(Cl)c(Cl)c2)C1 (stereo not drawn)	79.9	91.5	-1.0	89.6	-0.1	88.0	90.3	92.0
14	CC1CCc2c(sc(NC(=O)C(=O)NCc3ccco3)c2C#N)C1 (stereo not drawn)	100.5	112.6	2.1	102.3	0.0	103.6	111.9	154.7
15	O=C(C1CC=CCC1)N1CCN(C(=O)C2CC=CCC2)CC1 (stereo not drawn)	93.7	108.6	2.9	102.0	0.0	102.3	111.1	91.6
16	Cc1ccc(C)c(OCc2ccc(C(=O)N3N=C(C(F)F)CC3(O)C(F)F)o2)c1 (stereo not drawn)	94.0	100.5	12.0	105.2	-0.1	102.7	93.2	92.9
17	COC(=O)CN(c1ccc2c(c1)OCO2)S(=O)(=O)c1c(C)[nH]c(=O)[nH]c1=O	105.9	93.4	-1.4	101.8	0.1	106.1	105.7	90.4
18	CCOC(=O)C1=C(O)C(=O)NC(c2ccccc2)=C(OC2CCCCC2)C1	77.5	114.1	0.3	99.9	-0.4	93.9	159.8	100.1
19	CC1(C)CC(=O)C2=C(C1)Nc1ccccc1S2	102.6	110.5	3.3	100.6	0.0	104.1	99.6	77.8
20	Cc1csc(=O)n1CC(=O)OCC(=O)NNC(=O)c1ccc(Cl)cc1	95.4	104.0	-0.2	94.0	0.0	100.0	100.0	102.3
21	CCC(=O)Nc1cccc2ccccc12	99.2	109.0	4.1	100.5	-0.1	102.7	97.1	102.2
22	O=C(CN1CCN(C(=O)C2CCCO2)CC1)Nc1cc(C(F)(F)F)ccc1Cl (stereo not drawn)	99.3	101.7	-1.4	102.2	0.6	99.2	107.2	97.6
23	Cc1nc2ccccn2c1/C(O)=C1\C(=O)C(=O)N(CCN(C)C)C1c1cccnc1 (stereo not drawn)	102.8	99.1	1.4	95.8	0.0	103.4	101.3	99.0
24	O=C(NC1CC2CCC(C1)N2C(=O)NC1CCCCC1)NC12CC3CC(CC(C3)C1)C2 (stereo not drawn)	95.9	112.5	-2.1	100.1	0.5	106.1	102.7	94.0
25	C/C=C/c1ccc(OCCSc2nc(C)cc(=O)[nH]2)c(OC)c1	102.6	101.1	6.6	103.1	0.2	103.3	106.4	111.6
26	COc1ccc(C2(O)CCN(CC(=O)Nc3nccs3)CC2)c(OC)c1	100.2	104.1	1.7	103.1	0.1	101.5	105.3	95.6
27	COc1ccc(OC)c(N2C(=O)CC(Cc3ccc(Cl)cc3)C2=O)c1 (stereo not drawn)	90.0	103.4	1.1	98.4	0.1	96.3	101.6	107.0
28	Cc1cc(NC(=O)CCC(=O)N(c2ccc(F)cc2)C(C(=O)NC2CCCC2)c2ccncc2)no1 (stereo not drawn)	94.4	114.1	90.5*	103.4	0.0	99.5	97.5	102.6
29	O=c1cc[nH]c2cccc(Cc3ccccc3)c12	99.3	96.8	4.2	104.0	0.1	102.3	98.0	101.0
30	CCn1cc(C(=O)NC2CCCc3c2cnn3-c2cccc(C)c2C)cn1 (stereo not drawn)	99.2	104.1	-8.2	99.1	0.1	98.5	104.6	95.4
31	CCO[C@H]1OC(C(=O)NCc2ccccc2)=C[C@@H](c2ccc(Br)cc2)[C@@H]1CCCO	109.0	105.5	-0.1	103.5	0.1	92.4	94.9	104.2
